# Bioassay records from PubChem BioAssay.
# E coli growth – E. coli V3065 growth inhibition, primary screen, counter-screen for AddAB inhibitor project, absorbance, OD600 | inhibition, % at 11.9 µM | 18 h | hit rate 0.27% among 330,000;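 active = inhibition above the campaign's mean inhibition across all tested compounds plus 3 SD, cut at about 9.9% in these data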;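 also: uninfected addAB+ strain grown without phage in ampicillin broth; 0% = DMSO wells and 100% = ciprofloxacin 0.95 µg/ml wells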
# AddAB inh – growth inhibition of E. coli expressing H. pylori AddAB, primary screen, AddAB inhibitor project, absorbance; inhibition, % at 11.9 µM; hit rate 0.29% among 330,000; AID 435030, 2010; in the data active = inhibition above about 12%;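 also: 0% = vehicle wells of infected cells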
# * hit, by the source's call.
SMILES,E coli growth,AddAB inh
C#CCOCCOCCOCCNc1nc(N2CCN(C(=O)[C@H](CCC(=O)O)n3cc(C(N)Cc4ccc(O)cc4)nn3)CC2)nc(N2CCN(C(=O)[C@H](Cc3cc4ccccc4[nH]3)n3cc(C(N)CC(C)C)nn3)CC2)n1 (stereo partly drawn),-5.1,-0.8
Cc1ccc(/C=C/C(=O)Oc2ccc(C#N)cc2)o1,-3.5,1.4
CCOC(=O)CCCCC(=O)c1[nH]c(=O)[nH]c1CSc1nnc2c3cc(Br)ccc3n(C)c2n1,2.3,1.2
Cc1cc(=O)n(C)c(=O)n1CCCCCCOc1ccc([N+](=O)[O-])cc1,-2.0,-1.6
COC(=O)C/C=C/[C@@H](C)[C@@H](/C=N/OC[C@H]1O[C@H](c2ccccc2)C=C[C@@H]1Oc1ccc(OC)cc1)OC,0.5,3.9
Cc1ccc2c(c1)N/C(=C(\C=C(/Cl)[N+](=O)[O-])[N+](=O)[O-])N2,-0.2,1.0
Nc1nc2ccc(Cl)cc2c2nc(-c3ccco3)nn12,1.6,-2.7
C=CCn1c(=N)c(C(=O)OCC)cc2c(=O)n3cccc(C)c3nc21,1.2,2.9
Cc1nc(NC(=O)c2cccc(Cl)c2)sc1-c1csc(Nc2cccc(Cl)c2)n1,-2.7,4.6
CCc1nc2c(c(=O)c3ccccc3n2C)c(=O)n1CCc1ccc(OC)cc1,1.7,4.1
CC(C)C[C@@H]1NC(=O)[C@H](C(C)C)NC(=O)c2cc([N+](=O)[O-])cc(I)c2NCC[C@@H](C(N)=O)NC1=O,0.2,3.7
Nc1nc2c(ncn2CCC(CO)CO)c(=O)[nH]1,0.9,-1.6
COc1cccc2cc(-c3ccnc(=S)[nH]3)oc12,1.6,0.5
CCCn1c(N/N=C(C)\C=C\c2ccccc2)nc2c1c(=O)[nH]c(=O)n2C,1.6,3.2
O=c1cc(-c2c(F)c(F)c(F)c(F)c2F)oc2c(F)c(F)c(F)c(F)c12,-1.5,1.9
O=C1N=C(N2CCCC2)S/C1=C\c1cn[nH]c1-c1ccccc1,0.6,1.8
COc1ccc(OCc2cc(C(=O)O)c(C)o2)cc1,-0.8,0.7
CC(CCc1ccccc1)NC(=O)CCCCCNc1nc(=S)[nH]c2ccccc12 (stereo not drawn),-0.8,0.1
CSc1nc(-c2ccco2)nn1S(=O)(=O)c1ccccc1,-3.7,0.2
COC(=O)c1ccc(NCC(=O)N2CCCCCC2)cc1,1.2,2.5
Cc1ccn2c(C(=O)N/N=C/c3ccc(CNC(=O)C(=O)Nc4ccc(C)c(C)c4)o3)c(C)nc2c1,-1.8,3.1
Cc1ccc2nc3c(cc(C(=O)NC4CCCC4)c(=N)n3CCCn3ccnc3)c(=O)n2c1,-0.2,-1.8
Cc1onc(-c2c(Cl)cccc2Cl)c1C(=O)n1nnc2ccccc21,-2.0,-2.4
CCCC(=O)Nc1cc(-c2nnc(OC)c3ccccc23)ccc1N1CCCCC1,0.5,3.2
Cc1ccc(S(=O)(=O)CCC(=O)Nc2ccc(S(=O)(=O)N(C)C)cc2)cc1,95.6*,96.7*

# (more compounds)
SMILES,E coli growth,AddAB inh
CCn1c(SCC(=O)N2CCOCC2)nc2oc3c(Cl)cc(Cl)cc3c(=O)c2c1=O,0.0,1.6
CC(=O)c1sc(-c2ccccn2)nc1C,0.1,-0.8
O=C1CC(c2ccccc2Br)c2cc3c(cc2N1)CCC3 (stereo not drawn),-0.5,0.9
O=[N+]([O-])c1ccc(C2Oc3ccccc3C3CC(c4ccccc4)=NN32)s1 (stereo not drawn),0.2,2.3
CC(Oc1ccc(Br)cc1Br)C(=O)NC1CCCC1 (stereo not drawn),-2.7,-3.5
CCCOC(=O)c1ccc(Cl)c(NC(=O)c2cccnc2)c1,3.5,4.0
CC(C)C(NC(N)=O)C(=O)NC1CCCCC1 (stereo not drawn),2.2,4.3
COc1cc(OC)cc(-c2cc3nc(C)cc(N4CCN(C(=O)c5ccco5)CC4)n3n2)c1,1.2,1.3
NS(=O)(=O)c1ccc(S(=O)(=O)c2ccccc2)nc1,-1.4,0.4
O=c1c2c3c(sc2nc(N2CCNCC2)n1-c1cccc(Cl)c1)CCCCC3,-1.3,2.5
Cc1ccc(C2C(C#N)=C(N)SC(N)=C2C#N)o1,0.5,0.2
C#CCOCCOCCOCCNc1nc(N2CCN(C(=O)[C@H](CCCCN)n3cc([C@@H](N)C(C)CC)nn3)CC2)nc(N2CCN(C(=O)[C@H](CCCCN)n3cc([C@@H](N)CO)nn3)CC2)n1 (stereo partly drawn),-0.3,2.1
COc1ccccc1-c1nnc(NC(=O)c2ccc(S(=O)(=O)N(C)Cc3ccccc3)cc2)o1,-4.0,-1.2
CC1CCCCC1NC(=O)/C(C#N)=C/c1ccc2c(c1)OCCO2 (stereo not drawn),1.3,4.2
CC(=O)Nc1nccc(-c2cc(-c3ccccc3)no2)n1,2.7,3.0
C/C(CC(=O)Nc1ccccn1)=N\NC(=O)c1ccncc1,-2.1,3.4
Cc1ccc(Cl)cc1Nc1nc(-c2sc(NC(=O)c3cccc(Cl)c3)nc2C)cs1,-3.4,0.5
CC12OC1C1(O)CCCC1=CC2=O (stereo not drawn),0.4,-1.1
C#CCOCCOCCOCCNc1nc(N2CCN(C(=O)[C@H](Cc3ccc(O)cc3)n3cc(CCO)nn3)CC2)nc(N2CCN(C(=O)[C@H](Cc3ccc(O)cc3)n3cc(CCO)nn3)CC2)n1,-1.1,0.3
CCCCC/C=C\C/C=C\C/C=C\C/C=C\CCCC(=O)O,-0.2,1.3
O=C(O)C1CCCNC1 (stereo not drawn),-1.1,-3.8
CSCCC1NC(=O)NC1=O (stereo not drawn),2.6,2.1
COc1cccc(-c2cc(=O)c3cc(NC(=O)c4ccc(N(C)C)cc4)ccc3[nH]2)c1,-0.8,2.7
Clc1nc(Cl)nc(-c2cn(-c3ccccc3)c3ccccc23)n1,-2.6,0.4
CCN1/C(=C/c2ccc3ccc(C)cc3[n+]2CC)Sc2ccccc21,6.0,5.1

# Gathered by group: the compounds so far containing an aryl thioether with sulfur outside any ring (three)
SMILES,E coli growth,AddAB inh
CCOC(=O)CCCCC(=O)c1[nH]c(=O)[nH]c1CSc1nnc2c3cc(Br)ccc3n(C)c2n1,2.3,1.2
CSc1nc(-c2ccco2)nn1S(=O)(=O)c1ccccc1,-3.7,0.2
CCn1c(SCC(=O)N2CCOCC2)nc2oc3c(Cl)cc(Cl)cc3c(=O)c2c1=O,0.0,1.6

# Following part.
SMILES,E coli growth,AddAB inh
CC(=O)C1=C(C)NC(SCC(=O)c2ccc(C)cc2)=C(C#N)C1c1ccco1 (stereo not drawn),-0.2,2.3
C/C(=N\Nc1ccc(F)cc1F)c1cccs1,3.2,3.5
O=C(CNCC1CCCCC1)Nc1ccc(N2CCCCC2)cc1,0.2,-0.4
N=C(N)N1CCN(Cc2ccccc2)CC1,0.0,0.5
CC(C)[C@@]1(c2ccccc2)ON(c2ccccc2C(F)(F)F)C1=O,-0.8,1.4
Cc1c2c(nc3c(C(=O)NC4CCCCC4C)cnn13)CCCC2 (stereo not drawn),1.5,0.2
NS(=O)(=O)c1ccc(-c2ccc(/C=C3\C(=O)Nc4ccccc43)o2)cc1,-1.2,3.5
CCNc1c2c3c(cccc3n(C)c1=O)C(=O)c1ccccc1-2,-3.3,2.0
CC(C)On1c(SCC(=O)N(C)C)nc2ccccc2c1=O,1.1,0.8
O=C(NCCO)Nc1ccc2nc(-c3ccco3)c(-c3ccco3)nc2c1,-1.9,3.9
CCCCNS(=O)(=O)c1ccc2nc(-c3cccnc3)cc(C(=O)NCCCOCC)c2c1,-3.0,-2.9
CC(=O)Nc1ccc(S(=O)(=O)Oc2ccc3c(c2)C(C)=CC(C)(C)N3)cc1,0.3,1.5
Cc1cc(C(=O)COC(=O)CCc2nc3ccccc3c(=O)[nH]2)c(C)n1CC1CCCO1 (stereo not drawn),1.3,0.3
COc1cc(S(=O)(=O)Nc2ccccc2)ccc1N=Cc1c(C)[nH]n(-c2ccc(C)cc2)c1=O,2.3,4.0
COCCn1c(-c2cc(OC)c(OC)c(OC)c2)nc2oc3cc(OC)ccc3c(=O)c2c1=O,-1.9,-1.9
CC1CCN(C(=O)c2cc(N3C(=O)C4C5CCC(C5)C4C3=O)ccc2Cl)CC1 (stereo not drawn),-1.3,5.1
CCc1nnc(NC(=O)c2csc3c2CCC(C)C3)s1 (stereo not drawn),0.3,0.1
Cc1ccc(CNC(=O)Cn2c(=O)c3sccc3n(Cc3cccc([N+](=O)[O-])c3)c2=O)cc1,-0.3,3.2
C#CCOCCOCCOCCNc1nc(N2CCN(C(=O)C([C@@H](C)CC)n3cc(C(N)COC(=O)C(F)(F)F)nn3)CC2)nc(N2CCN(C(=O)[C@H](CCCCN)n3cc(C(N)[C@H](C)CC)nn3)CC2)n1 (stereo partly drawn),-4.3,-0.9
Cc1cc(C(=O)N/N=C/c2cc(Br)cc(Br)c2OC(=O)c2ccccc2)n[nH]1,-0.6,0.0
CCC/C=C(\CCC)C(NC(=O)c1ccc(C(F)(F)F)cc1)c1ccccc1 (stereo not drawn),-2.1,4.6
O=C(NC(=O)c1ccccc1)NC1(C(F)(F)F)OCCO1,0.3,1.9
O=C(/C=C/c1ccc(Cl)cc1)NC(=S)NN1CCCCC1c1cccnc1 (stereo not drawn),-1.1,0.2
C[C@H]1[C@@H](OC(=O)CCC(=O)O)O[C@@H]2OC3(C)CC[C@H]4[C@H](C)CC[C@@H]1[C@@]24OO3,3.0,2.9
COC(=O)[C@H](Cc1ccccc1)NC(=O)O[C@@H]1C(=O)c2cc(Br)ccc2O[C@H]1c1cccc(OC)c1,3.1,2.7

# In the list so far, 4 have a CF3 group:
SMILES,E coli growth,AddAB inh
CC(C)[C@@]1(c2ccccc2)ON(c2ccccc2C(F)(F)F)C1=O,-0.8,1.4
C#CCOCCOCCOCCNc1nc(N2CCN(C(=O)C([C@@H](C)CC)n3cc(C(N)COC(=O)C(F)(F)F)nn3)CC2)nc(N2CCN(C(=O)[C@H](CCCCN)n3cc(C(N)[C@H](C)CC)nn3)CC2)n1 (stereo partly drawn),-4.3,-0.9
CCC/C=C(\CCC)C(NC(=O)c1ccc(C(F)(F)F)cc1)c1ccccc1 (stereo not drawn),-2.1,4.6
O=C(NC(=O)c1ccccc1)NC1(C(F)(F)F)OCCO1,0.3,1.9

# Other entries follow:
SMILES,E coli growth,AddAB inh
O=[N+]([O-])c1ccc(N2CCN(S(=O)(=O)c3ccccc3)CC2)cc1NCc1ccco1,2.9,1.3
CC1C/C(=C/c2ccco2)C(=O)/C(=C/c2ccco2)C1 (stereo not drawn),0.3,2.4
CCC(=O)NCCNc1ccc([N+](=O)[O-])cn1,0.9,2.9
COc1ccc(CC(=O)Nc2cccc(C(=O)Nc3cccc(C)c3)c2)cc1,2.0,4.7
CCNc1nc(NCC)nc(ON=C(C)C)n1,1.3,2.8
O=C(c1cc(NC(=O)C23CC4CC(CC(C4)C2)C3)cc(NC(=O)C23CC4CC(CC(C4)C2)C3)c1)N1CCCCC1,0.4,1.3
O=C(O)c1coc2ccccc12,-1.0,-0.6
O=S(=O)(Nc1nc2ccccc2nc1-[n+]1cccc(N=C([O-])c2ccccc2Cl)c1)c1ccccc1,0.0,0.2
CC1(C2(O)CC(c3ccccc3)ON2)CCCCC1 (stereo not drawn),0.5,3.2
COC(=O)CCC(=O)OC1(C)C(=O)C=C2C=C(C3CC3)N(c3ccc(CO)cc3)C=C2C1=O (stereo not drawn),-3.0,1.5
CC1CCC(C(C)C)C(OP(=O)(c2ccc(N(C)C)cc2)C(O)c2cccnc2)C1 (stereo not drawn),4.0,2.1
CCCCCCNC(=O)N[C@@H](C(=O)NCCC[C@H]1CN2C(=NC[C@@H]2Cc2ccccc2)N1CCc1cccc(OC)c1)C(C)C,-2.8,-1.3
COc1ccc(OC)c(NC(=O)c2ccc3nc(-c4ccccc4)c(-c4ccccc4)nc3c2)c1,-1.9,0.7
N#C/C(=C\c1cc(Cl)c(OCc2ccc(Cl)cc2)c(Cl)c1)C(N)=O,-2.4,4.8
CC(C)OCCCNc1nc2c(-c3ccccc3)nnn2c2ccccc12,1.0,-0.8
Cc1nc2c(C(=O)NCc3cccs3)cnn2c(C)c1Cc1ccccc1,0.4,1.0
COCCCn1c2nc3ccccc3nc2c2c(=O)n(-c3ccccc3OC)c(C)nc21,-1.1,-0.5
O=C(N/N=C/c1nn(-c2ccccc2)cc1-c1ccc(Cl)cc1)c1ccncc1,0.1,1.5
CN1C(=O)NC(c2ccccc2)C2=C1CN(Cc1ccccc1)C2=O (stereo not drawn),-2.6,1.8
Nc1ccc(Sc2ccccc2CC(=O)O)cc1,0.9,-2.1
Cc1c(NC(=O)c2c(N)n(-c3ccccc3)c3nc4ccccc4nc23)c(=O)n(-c2ccccc2)n1C,-2.1,0.7
CCCCCCCC#Cc1ccccc1/C=N/S(=O)c1ccc(C)cc1 (stereo not drawn),-1.2,2.3
C/C(=C\c1ccco1)C1Nc2cccc3cccc(c23)N1,-4.6,-3.0
O=C(N/N=C1\CCCc2c1[nH]c1ccc([N+](=O)[O-])cc21)c1ccncc1,-0.6,2.0
O=c1[nH][nH]c(=S)n1C1CCCCC1,-0.9,-2.5

# Remaining list, next part.
SMILES,E coli growth,AddAB inh
Cc1sc(/C=C2\C(=O)ON=C2c2ccccc2)cc1Br,-0.5,0.3
COC(=O)c1sc(SC)nc1N,-1.0,-1.6
COC(=O)C1=C(C)N(Cc2ccco2)C(=O)N[C@H]1c1ccccc1,-2.7,4.2
CCCCNC(=O)c1c(N)n(/N=C/c2ccccn2)c2nc3ccccc3nc12,-1.6,-1.0
Cc1ccc(Nc2nc(N3CCN(C)CC3)nc(N)c2[N+](=O)[O-])cc1C,1.7,2.1
Cc1cccc(OCC(=O)Nc2ccc(C(=O)NCc3cccnc3)cc2)c1,0.5,1.2
COc1ccc2cc1Oc1ccc(cc1)C[C@H]1c3cc(c(OC)cc3CCN1C)Oc1c(O)c(OC)cc3c1[C@H](C2)N(C)CC3,-0.7,0.1
CCc1nc(SCc2nnc(-c3ccc(C)cc3)o2)c2c(C)c(C)sc2n1,-0.8,2.0
O=c1ncc(F)c[nH]1,-1.6,3.8
CCN(CC)C(=O)[C@]1(c2ccccc2)C[C@@H]1CN,0.1,-0.8
Cc1ccc(Cn2c(=N)c(C#N)cc3c(=O)n4cccc(C)c4nc32)cc1,0.3,1.1

# Some of the compounds tested; rates above refer to the full screens.
